Screening data from PubChem BioAssay.
EBI2 block – antagonists of human EBI2 receptor; P32249; EBI2 beta-arrestin recruitment, luminescence, 7a,25-OHC stimulated; inhibition, % at 5 µM; 0.81% of 360,000 active; AID 651636; in the data active = inhibition above about 38%;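 note: enzyme fragment complementation signal reports receptor beta-arrestin coupling in cells; 0% = agonist plus DMSO wells and 100% = wells without agonist; some results beyond the cut were filed as inactive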
Target sequence (P32249 whole entry, looked up, the tested form may be a part): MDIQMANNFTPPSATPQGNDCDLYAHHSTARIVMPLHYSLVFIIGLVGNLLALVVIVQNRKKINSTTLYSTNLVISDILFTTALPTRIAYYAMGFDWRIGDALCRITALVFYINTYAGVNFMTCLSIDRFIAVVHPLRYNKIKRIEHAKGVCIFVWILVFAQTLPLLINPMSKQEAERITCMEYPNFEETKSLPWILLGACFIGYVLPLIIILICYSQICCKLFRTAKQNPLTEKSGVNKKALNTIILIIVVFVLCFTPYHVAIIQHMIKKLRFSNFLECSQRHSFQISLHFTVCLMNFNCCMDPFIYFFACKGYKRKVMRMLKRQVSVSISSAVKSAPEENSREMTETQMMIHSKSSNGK
CXCR6 block – CXCR6 (human) receptor inhibition; O00574; CHO-K1 PathHunter CXCR6 beta-arrestin, luminescence; inhibition, % at 20 µM; 0.36% of 360,000 active; AID 602244; in the data active = inhibition above about 34%, passing the limit was not always enough;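 note: antagonist mode with CXCL16 agonist at 10 nM final; 0% = 10 nM CXCL16 with DMSO and 100% = unstimulated wells without agonist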
Target sequence (O00574 whole entry, looked up): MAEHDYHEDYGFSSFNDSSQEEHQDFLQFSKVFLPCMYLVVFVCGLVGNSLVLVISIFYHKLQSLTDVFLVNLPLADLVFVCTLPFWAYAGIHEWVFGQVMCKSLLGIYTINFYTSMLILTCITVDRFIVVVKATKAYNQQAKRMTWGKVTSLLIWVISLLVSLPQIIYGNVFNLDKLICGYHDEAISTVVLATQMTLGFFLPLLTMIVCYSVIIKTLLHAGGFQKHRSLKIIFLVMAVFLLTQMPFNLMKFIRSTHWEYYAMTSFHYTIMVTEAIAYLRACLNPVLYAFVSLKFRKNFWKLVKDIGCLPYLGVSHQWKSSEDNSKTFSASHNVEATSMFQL
Starred values were filed as active, the others as inactive. These rows are one share of the data, so the mix of outcomes need not match the whole.

How did Cc1ccsc1C(=O)N1CCCCCC1(C)C(=O)NCC(C)C (stereo not given) do in these assays?
EBI2 block: 2; CXCR6 block: 0

Results for C[C@@H]1CCCCO[C@@H](CN(C)Cc2ccc3c(c2)OCO3)[C@@H](C)CN([C@H](C)CO)C(=O)c2cc(N(C)C)ccc2O1 ?
EBI2 block: -4; CXCR6 block: 1

What do the screens show for `CN1C(=O)c2ccccc2Cc2c(NCc3ccccc3)ncnc21`?
EBI2 block: -1; CXCR6 block: -5

Results for O=S(=O)(NN=C1CCCCCCC1)c1ccccc1 ?
EBI2 block: -5; CXCR6 block: 0

How did Cc1ccccc1Oc1ccc2c(c1)[C@@H]1C[C@H](N(C)C(=O)c3ccco3)[C@H]([C@H](C)O)C(=O)N1CC2 do in these assays?
EBI2 block: 4; CXCR6 block: 0

How did CC(=O)Nc1cccc(-c2ccnc3c2CC(C(=O)NCC2CC2)O3)c1 (stereo not given) do in these assays?
EBI2 block: -14; CXCR6 block: -2

What do the screens show for `CC1(C(=O)NCCC#N)CCN1C(=O)Cc1ccc(-c2ccccc2)cc1` (stereo not given)?
EBI2 block: 0; CXCR6 block: -10

What do the screens show for `O=C(CC1CCCC1)N1CCN(S(=O)(=O)c2cccc(Br)c2)CC1`?
EBI2 block: -14; CXCR6 block: 6

What do the screens show for `Cc1ccc(S(=O)(=O)N2CCOCC2)cc1NC(=O)CN(C)CC(=O)Nc1cccc(F)c1`?
EBI2 block: -1; CXCR6 block: -6

What do the screens show for `CCOCCCNC(=O)c1ccc(CN2CCc3ccccc3C2)cc1`?
EBI2 block: -2; CXCR6 block: 2

Results for C(=C\c1ccccc1)/CN1CCN(C(c2ccccc2)c2nnnn2C2CCCCC2)CC1 (stereo not given) ?
EBI2 block: 33; CXCR6 block: 5

Results for CC(=O)c1cccc(NC(=O)c2cc(S(=O)(=O)N3CCCCC3)ccc2N2CCOCC2)c1 ?
EBI2 block: -8; CXCR6 block: 2

How did CCCCn1nnnc1C(c1cc2ccccc2o1)N1CCN(C/C=C/c2ccccc2)CC1 (stereo not given) do in these assays?
EBI2 block: 62*; CXCR6 block: 0

Results for O=C1NC[C@H](CCCCN2CCN(CCc3ccccc3)C(=O)C2=O)N(CCc2ccc(O)cc2)C1=O ?
EBI2 block: -3; CXCR6 block: -2

Results for Cc1ccc(NS(=O)(=O)c2ccc(-n3cccn3)cc2)c(Br)c1 ?
EBI2 block: -9; CXCR6 block: -4

What do the screens show for `CCc1nc2ccc(C(=O)Nc3ccc(OC)c(OC)c3)cn2c1N(C)Cc1nccs1`?
EBI2 block: 5; CXCR6 block: -8

Results for CC(C)NC(=O)C1(C)CCN1C(=O)c1ccc(F)c(Cl)c1 (stereo not given) ?
EBI2 block: 1; CXCR6 block: -1

What do the screens show for `COc1cccc(NC(=O)N(C)C[C@@H]2OCc3cnnn3CCCC(=O)N([C@H](C)CO)C[C@@H]2C)c1`?
EBI2 block: -5; CXCR6 block: -1

Results for Cc1cc(C)c2c(=O)n3c(nc2c1)C(Cc1ccc(O)cc1)NC(=O)c1cccnc1-3 (stereo not given) ?
EBI2 block: 6; CXCR6 block: -9

How did Cc1ccc(Cc2c(-c3ccc(C#N)cc3)nc3c(C)cc(Br)cn23)cc1 do in these assays?
EBI2 block: 16; CXCR6 block: 8

Sorted by SMILES length (smallest number first): part of the list above
Results for CC(C)NC(=O)C1(C)CCN1C(=O)c1ccc(F)c(Cl)c1 (stereo not given) ?
EBI2 block: 1; CXCR6 block: -1

How did Cc1ccc(Cc2c(-c3ccc(C#N)cc3)nc3c(C)cc(Br)cn23)cc1 do in these assays?
EBI2 block: 16; CXCR6 block: 8

How did CCCCn1nnnc1C(c1cc2ccccc2o1)N1CCN(C/C=C/c2ccccc2)CC1 (stereo not given) do in these assays?
EBI2 block: 62*; CXCR6 block: 0

Results for C(=C\c1ccccc1)/CN1CCN(C(c2ccccc2)c2nnnn2C2CCCCC2)CC1 (stereo not given) ?
EBI2 block: 33; CXCR6 block: 5

Results for Cc1cc(C)c2c(=O)n3c(nc2c1)C(Cc1ccc(O)cc1)NC(=O)c1cccnc1-3 (stereo not given) ?
EBI2 block: 6; CXCR6 block: -9

Results for CC(=O)c1cccc(NC(=O)c2cc(S(=O)(=O)N3CCCCC3)ccc2N2CCOCC2)c1 ?
EBI2 block: -8; CXCR6 block: 2

Results for O=C1NC[C@H](CCCCN2CCN(CCc3ccccc3)C(=O)C2=O)N(CCc2ccc(O)cc2)C1=O ?
EBI2 block: -3; CXCR6 block: -2

(cont.)
How did C[C@H]1CN([C@@H](C)CO)C(=O)c2cc(Br)cnc2O[C@@H]1CN(C)C(=O)c1ccncc1 do in these assays?
EBI2 block: -6; CXCR6 block: -7

How did C[C@H]1CN([C@@H](C)CO)C(=O)CCCn2cc(nn2)CO[C@@H]1CN(C)C(=O)NC1CCCCC1 do in these assays?
EBI2 block: 3; CXCR6 block: -6

What do the screens show for `COc1ccc(NC(=O)Nc2nc(C(N)CC(C)C)cs2)cc1` (stereo not given)?
EBI2 block: -23; CXCR6 block: -5

How did CCN(CC)C(=O)C1=C(C)N(CCC2=CCCCC2)C(=O)C(CC(=O)NCc2ccco2)C1 (stereo not given) do in these assays?
EBI2 block: 1; CXCR6 block: -10

How did COc1ccc(-c2cc(NC=O)c3ncc(-c4ccc(OC)c(OC)c4)n3c2)cc1 do in these assays?
EBI2 block: 2; CXCR6 block: 16

How did COC(=O)[C@]12CCCCC=C1N(Cc1ccc(Cl)cc1Cl)C(=O)[C@H](CC(=O)NCCC(C)C)C2 do in these assays?
EBI2 block: 22; CXCR6 block: 4

How did C[C@@H]1CCCCO[C@H](CN(C)S(=O)(=O)c2ccc(F)cc2)[C@@H](C)CN([C@H](C)CO)C(=O)c2cc(NC(=O)Nc3ccc(C(F)(F)F)cc3)ccc2O1 do in these assays?
EBI2 block: 2; CXCR6 block: -14

What do the screens show for `Cc1ccc([C@H]2C[C@H](n3cc(-c4ccc(F)cc4)nn3)[C@@H](O)CN2C(=O)c2cccs2)cc1`?
EBI2 block: 10; CXCR6 block: 3

What do the screens show for `OC[C@@H]1CN(Cc2ccc(Cl)cc2)C[C@H](n2cnc3c(N4CCCC4)ncnc32)O1`?
EBI2 block: 26; CXCR6 block: 0

How did O=C(CSC1=NCCS1)N1N=C(c2cccs2)CC1c1ccc(F)cc1 (stereo not given) do in these assays?
EBI2 block: -18; CXCR6 block: 14

What do the screens show for `CNc1ncnc2c1ncn2[C@H]1CN(Cc2ccc(Cl)cc2)C[C@@H](CO)O1`?
EBI2 block: 33; CXCR6 block: 1

How did O=C(NC(c1ccccc1)c1ccsc1)C1CCN(CCOc2ccc(Cl)cc2Cl)CC1 (stereo not given) do in these assays?
EBI2 block: 8; CXCR6 block: 1

How did O=C(c1[nH]c(C(F)(F)F)nc1-c1ccccc1)N1CCc2c([nH]c3ccccc23)C1 do in these assays?
EBI2 block: 1; CXCR6 block: -4

How did CCC(=O)N1CCC1(C)C(=O)NCc1ccc(SC)cc1 (stereo not given) do in these assays?
EBI2 block: 0; CXCR6 block: -4

Results for COc1ccc(NC(=O)c2cc(C3CCCCN3C(=O)CCCc3ccccc3)on2)c(C)c1 (stereo not given) ?
EBI2 block: -16; CXCR6 block: 8

What do the screens show for `O=C(Nc1ccccc1)Nc1ncc(C(F)(F)F)cc1Cl`?
EBI2 block: -6; CXCR6 block: 2

Results for CCOc1cc(OCC)cc(C(=O)N2CCC[C@H]2C(=O)N2CCC[C@H]2C(=O)N[C@@H](C)c2ccccc2)c1 ?
EBI2 block: -12; CXCR6 block: -2

How did C[C@H]1CN([C@@H](C)CO)S(=O)(=O)c2ccc(Br)cc2O[C@H]1CN(C)C(=O)CN(C)C do in these assays?
EBI2 block: -2; CXCR6 block: 8

Results for CCc1nc2ccc(C(=O)Nc3ccc(NC(C)=O)cc3)cn2c1N(C)CCC(C)C ?
EBI2 block: 1; CXCR6 block: 3

How did CC1(C(=O)NCc2ccc(C(F)(F)F)cc2)CCN1C1Cc2ccccc2C1 (stereo not given) do in these assays?
EBI2 block: -2; CXCR6 block: -1

Results for CCC(=O)N1CCCC1(C)C(=O)Nc1ccc(OC(F)F)cc1 (stereo not given) ?
EBI2 block: -10; CXCR6 block: 0

What do the screens show for `C[C@@H]1CCCCO[C@H](CN(C)C(=O)Nc2ccc3c(c2)OCO3)[C@H](C)CN([C@@H](C)CO)C(=O)c2cc(NS(=O)(=O)c3ccc(Cl)cc3)ccc2O1`?
EBI2 block: 11; CXCR6 block: -5

How did CC1(C(=O)NCc2ccc(F)c(F)c2)Cc2c(-c3cccc(C(F)(F)F)c3)ccnc2O1 (stereo not given) do in these assays?
EBI2 block: -4; CXCR6 block: 5

What do the screens show for `CC(C)NC(=O)Nc1nnc([C@H]2C[C@H](O)[C@@H](CO)O2)s1`?
EBI2 block: -2; CXCR6 block: 1

How did COCCNC(=O)c1cc2c(Br)ccc(Br)c2nc1N do in these assays?
EBI2 block: -4; CXCR6 block: -4

Results for COc1ccc([C@H]2C[C@H](O)[C@@H](n3cc(COC(=O)c4ccccc4)nn3)CN2CC2CCCCC2)cc1 ?
EBI2 block: 12; CXCR6 block: -1

Results for CN(CC(=O)Nc1ccc(F)c(F)c1F)C(=O)CCN1C(=O)C2CC=CCC2C1=O (stereo not given) ?
EBI2 block: -5; CXCR6 block: 2

Results for CCC(=O)N1CCCC1(C)C(=O)Nc1ccc2c(c1)CCN2C(C)=O (stereo not given) ?
EBI2 block: -11; CXCR6 block: -6

What do the screens show for `O=C(Nc1cccc2c1[nH]c(=O)c1ccccc12)C(F)(F)F`?
EBI2 block: 6; CXCR6 block: -7

What do the screens show for `COc1ccc(S(=O)(=O)N2CCOC2CNC(=O)C(=O)NCCCN2CCCC2=O)cc1OC` (stereo not given)?
EBI2 block: -11; CXCR6 block: -4

Results for O=C(OCc1ccccc1)N1CCC2CC1c1cc(-c3cc4ccccc4o3)ccc12 (stereo not given) ?
EBI2 block: 11; CXCR6 block: 1

What do the screens show for `CNc1cc(-c2c(OC)cccc2OC)ncn1`?
EBI2 block: -20; CXCR6 block: -1

How did CC(=O)Nc1ccc(S(=O)(=O)NCCc2ccc3c(c2)OCCO3)cc1 do in these assays?
EBI2 block: -1; CXCR6 block: 0

How did CCOC(=O)C1=CCN(S(=O)(=O)c2ccc(C)cc2)C1c1cccc(F)c1 (stereo not given) do in these assays?
EBI2 block: -1; CXCR6 block: -4

Results for CC(C)NC(=O)N(C)C[C@@H]1OCc2cnnn2CCCC(=O)N([C@H](C)CO)C[C@@H]1C ?
EBI2 block: -10; CXCR6 block: -9

What do the screens show for `COc1ccc(NC(=O)COC(=O)c2c(C)noc2C)cc1Cl`?
EBI2 block: 10; CXCR6 block: -7

What do the screens show for `CCOC(=O)C1(C)CCN1C(=O)c1ccc(OC)c(F)c1` (stereo not given)?
EBI2 block: 2; CXCR6 block: 4

Results for Nc1nc2cc3c(cc2cc1C(=O)NCc1ccc(F)cc1)OCO3 ?
EBI2 block: -9; CXCR6 block: -6

What do the screens show for `C[C@@H]1CN([C@H](C)CO)S(=O)(=O)c2ccc(Br)cc2O[C@H]1CN(C)C(=O)Nc1cccc(F)c1`?
EBI2 block: 1; CXCR6 block: 4

What do the screens show for `COc1ccc([C@H]2CC(=O)C[C@@H](CCn3cc(-c4ccccn4)nn3)O2)cc1`?
EBI2 block: -6; CXCR6 block: 4

What do the screens show for `Cc1cccc(C)c1NC(=O)CN1CCN(C(=O)CNC(=O)Cc2cccc3ccccc23)CC1`?
EBI2 block: -6; CXCR6 block: 2

How did O[C@H]1CN(Cc2cccs2)[C@@H](c2ccc(Cl)cc2)C[C@@H]1n1cc(C2CC2)nn1 do in these assays?
EBI2 block: -1; CXCR6 block: -6

What do the screens show for `N#Cc1ccc(OCC(=O)OCC(=O)N2CCc3ccccc32)cc1`?
EBI2 block: -1; CXCR6 block: 4

How did COC(=O)[C@H]1C[C@H](OC(=O)NCc2ccccc2F)[C@@]2(O)CN(S(=O)(=O)c3ccc(C)cc3)CC2[C@H]1C(=O)OC (stereo not given in full) do in these assays?
EBI2 block: 2; CXCR6 block: -7

Results for CN(C)c1ccc(CNc2nc3cc(-c4ccc(F)cc4)sc3c(=O)n2C)cc1 ?
EBI2 block: 2; CXCR6 block: 4

Results for C[C@H]1CN([C@@H](C)CO)C(=O)CCCn2cc(nn2)CO[C@@H]1CN(C)C(=O)Nc1ccccc1F ?
EBI2 block: 4; CXCR6 block: -3

What do the screens show for `CC(=O)Nc1ccc(C=Cc2ccc([N+](=O)[O-])cc2)cc1`?
EBI2 block: -8; CXCR6 block: -4

Results for Cc1cc2c(=O)cc(-c3ccccc3)oc2c(C(=O)O)c1C ?
EBI2 block: -3; CXCR6 block: 5

How did CNc1ncnc2c1ncn2[C@H]1CN(Cc2ccc3c(c2)OCO3)C[C@@H](CO)O1 do in these assays?
EBI2 block: 0; CXCR6 block: 7

How did Cc1ccccc1NC(=O)Cc1nc(COC(=O)Cc2cccc(C(F)(F)F)c2)cs1 do in these assays?
EBI2 block: -7; CXCR6 block: -2

What do the screens show for `CC(C)COC(=O)N1CCCCC1c1cc(C(=O)NC(C)C)no1` (stereo not given)?
EBI2 block: 5; CXCR6 block: -1

How did CC1(C(=O)NS(=O)(=O)c2cccc(OC(F)F)c2)CCN1C(=O)Cc1ccccc1 (stereo not given) do in these assays?
EBI2 block: -8; CXCR6 block: 6

Results for COc1cc2oc(=O)cc(CN3CCN(c4ccccc4OC)CC3)c2cc1Cl ?
EBI2 block: 5; CXCR6 block: -2

What do the screens show for `COc1ccc(CNC(=O)C2Cc3c(-c4ccc5c(c4)OCO5)ccnc3O2)cc1OC` (stereo not given)?
EBI2 block: 1; CXCR6 block: -11
